Mtb FBA inh = Mtb fructose-bisphosphate aldolase inhibition; purified M. tuberculosis FBA, fluorescence read-out; P9WQA3; inhibition, % at 1 µM; 360,000 tested, 2.3% active; in the data active means inhibition above about 27%;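 further: 0% = vehicle and 100% = reference inhibitor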
BoNT-F LC inh = BoNT F light chain protease inhibition | Multiplex microsphere protease cleavage assay, flow cytometry | inhibition, % at 10 µM | 360,000 tested, 0.22% active | AID 588497; in the data active means inhibition above about 35%, passing the limit was not always enough; inconclusive means no clear call, values can overlap the other calls; further: plate controls were buffer without enzyme for full effect and enzyme alone for no effect
MazF activator = MazEF (E. coli) toxin RNase activation; P0AE70; FAM/BHQ RNA-DNA oligo cleavage fluorescence, 5 h; activation, % at 20 µM; 350,000 tested, 0.32% active; AID 504720; in the data active means activation above about 50%
Target sequence (P0AE70 whole entry, looked up): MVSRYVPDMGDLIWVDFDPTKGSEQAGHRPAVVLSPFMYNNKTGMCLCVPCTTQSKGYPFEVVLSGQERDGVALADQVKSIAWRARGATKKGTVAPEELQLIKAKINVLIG
BioA inh = blocks M. tuberculosis BioA enzyme activity; purified M. tuberculosis BioA enzyme, plate reader; inhibition, % at 9.99 µM; 360,000 tested, 0.096% active; in the data active means inhibition above about 40%; inconclusive means no clear call, values can overlap the other calls
PrPC TRFRET = cell surface PrPC inhibition, primary TR-FRET screen; P04156; TR-FRET read-out; inhibition, % at 13.8 µM; 370,000 tested, 0.43% active; in the data active means inhibition above about 24%; further: 0% = median of the test wells and 100% = reference compound wells
Rv3671c protease = inhibitors of M. tuberculosis serine protease Rv3671c; P9WHR9; inhibition, % at 5.96 µM; 320,000 tested, 0.048% active; in the data active means inhibition above about 38%;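 further: extracellular domain of Rv3671c used as enzyme; 0% = enzyme with DMSO and 100% = no enzyme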
Target sequence (P9WHR9 whole entry, looked up, the tested form may be a part): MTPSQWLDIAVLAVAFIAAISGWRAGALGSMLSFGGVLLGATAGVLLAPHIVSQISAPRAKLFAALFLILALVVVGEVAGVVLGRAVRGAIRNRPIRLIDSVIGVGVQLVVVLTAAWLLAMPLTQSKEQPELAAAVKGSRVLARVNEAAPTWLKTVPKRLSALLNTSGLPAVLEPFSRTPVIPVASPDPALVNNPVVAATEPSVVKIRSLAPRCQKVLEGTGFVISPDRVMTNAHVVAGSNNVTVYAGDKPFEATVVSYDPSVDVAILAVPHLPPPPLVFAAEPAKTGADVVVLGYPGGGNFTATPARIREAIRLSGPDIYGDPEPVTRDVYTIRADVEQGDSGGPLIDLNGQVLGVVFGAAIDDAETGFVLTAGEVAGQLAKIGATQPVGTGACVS
UGM FP inh = blocks M. tuberculosis UGM enzyme; purified UGM, fluorescence polarization probe displacement; inhibition, % at 10 µM; P9WIQ1; 320,000 tested, 0.06% active; in the data active means inhibition above about 10%, passing the limit was not always enough; inconclusive means no clear call, values can overlap the other calls
Target sequence (P9WIQ1 whole entry, looked up): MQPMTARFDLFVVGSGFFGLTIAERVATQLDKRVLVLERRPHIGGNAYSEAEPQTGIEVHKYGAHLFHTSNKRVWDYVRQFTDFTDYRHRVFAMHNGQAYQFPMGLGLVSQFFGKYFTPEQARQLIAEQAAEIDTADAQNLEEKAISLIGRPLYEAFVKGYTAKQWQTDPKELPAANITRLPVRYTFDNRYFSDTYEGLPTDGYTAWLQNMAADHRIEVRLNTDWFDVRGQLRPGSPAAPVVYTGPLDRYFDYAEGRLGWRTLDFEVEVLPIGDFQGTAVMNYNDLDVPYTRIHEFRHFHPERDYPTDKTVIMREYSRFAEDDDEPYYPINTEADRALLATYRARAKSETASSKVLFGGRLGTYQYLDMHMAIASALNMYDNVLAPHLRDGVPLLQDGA
FadD28 FP inh = inhibitors of Mycobacterium tuberculosis FadD28 bisubstrate binding; 360,000 tested, 0.22% active; inhibition, % at 12.5 µM; FadD28 bisubstrate probe binding, fluorescence polarization; in the data active means inhibition above about 8.5%, passing the limit was not always enough; inconclusive means no clear call, values can overlap the other calls
GDH-TPI counter = GDH-TPI coupled enzyme inhibition counter-screen | GDH-TPI coupled enzyme counterscreen, NADH absorbance | inhibition, % at 4.8 µM | 360,000 tested, 1.2% active; in the data active means inhibition above about 30%;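 further: 0% = DMSO wells and 100% = wells lacking the enzyme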
* hit, by the source's call; u = inconclusive; x = not tested or not shown; + = active, no number; & = joins results of further samples.

SMILES | Mtb FBA inh | BoNT-F LC inh | MazF activator | BioA inh | PrPC TRFRET | Rv3671c protease | UGM FP inh | FadD28 FP inh | GDH-TPI counter
c1ccc(N2CCN(c3nc(NCc4ccco4)c4ccccc4n3)CC2)cc1 | 2.5 | -19.8 | 2.3 | -1.4 | -10.3 | 1.9 | 1.6 | -1.8 | 3.9
O=C(Nc1ccc(O)cc1)c1ccc(NC(=O)C2CCCO2)cc1 (stereo unspecified) | -0.6 | -3.4 | -12.6 | -2.1 | 8.4 | x | 1.6 | -0.3 | 9.7
Clc1cccc(CNc2ccn3nc(-c4cccc(OCc5ccccc5)c4)cc3n2)c1 | 12.8 | -1.2 | x | -1.6 | 14.4 | x | x | -0.6 | 21.8
CCOC(=O)C(/C=C(\C#N)C(=O)OCC)=C(/N)N1CCN(c2ccc(OC)cc2)CC1 | -1.2 | -5.8 | -8.3 | -0.2 | -1.2 | -1.2 | -2.1 | -0.3 | 57.0*
c1ccc(-c2cnnc(N3CCOCC3)n2)cc1 | -0.8 | 1.7 | 6.2 | -0.4 | -10.8 | 0.0 | x | -1.9 | 5.1
Cc1ccc(NC(=O)COc2ccccc2)cc1S(=O)(=O)N1CCCCC1 | -2.9 | -0.7 | 8.6 | 2.0 | 6.9 | x | x | 2.5 | 0.0
Cc1ccnc(-n2c(CCN3C(=O)c4ccccc4C3=O)nc3ccccc3c2=O)c1 | -1.6 | -1.3 | -6.0 | -0.8 | -4.4 | -2.3 | 4.3 | -1.0 | -4.7
CCCCNC(=S)N/N=C/c1ccc(OCC(=O)Nc2c(C)cc(C)cc2C)c(OC)c1 | 1.9 | 1.0 | -4.8 | x | -0.5 | 5.2 | 0.8 | -2.3 | 6.3
Cc1cc(OCC(=O)Nn2cnnc2)ccc1Br | 3.3 | -12.8 | 3.6 | -1.1 | x | -3.6 | u | -1.1 | 6.1
Cc1ncoc1C(=O)N1CCc2c([nH]c3ccccc23)C1C1CCCCC1 (stereo unspecified) | 5.0 | -2.2 | 1.3 | x | 4.9 | 4.1 | -0.8 | -1.0 | 0.6
CN(CC(=O)Nc1ccc(F)cc1)C(=O)c1ccc(OCc2cn3ccccc3n2)cc1 | 7.8 | 0.3 | 1.2 | x | -3.3 | -0.7 | -1.2 | -1.6 | 1.8
OC(COc1ccc(F)cc1Cl)CN1CCc2ccccc2C1 (stereo unspecified) | 6.2 | 18.0 | -6.5 | -3.6 | -10.4 | -11.0 | 2.5 | 0.3 | 6.8
CC1CCCCC1NC(=O)NC(=O)COC(=O)c1nccnc1N (stereo unspecified) | 118.4* | -0.6 | -5.4 | 0.9 | 7.3 | 1.5 | -2.4 | -0.1 | 16.4
Cc1cc(C)cc(Oc2coc3cc(OC(=O)c4cccs4)ccc3c2=O)c1 | 7.3 | -3.9 | -2.9 | -3.2 | -8.2 | -19.6 | 0.0 | -0.8 | 1.2
O[C@@H]1CN(Cc2ccccc2Cl)CC[C@H]1N1CCOCC1 | 1.9 | -15.7 | 4.0 | 0.9 | -2.4 | -1.5 | 2.8 | 2.1 | 6.4
Cn1c(=O)c2c(ncn2CC(=O)Nc2nnc(Cc3ccccc3)s2)n(C)c1=O | 2.5 | -40.1 | 10.4 | -0.3 | -0.8 | 6.5 | 0.1 | -0.2 | 1.5
CCn1cc(C(=O)OCc2ccc(F)cc2)c(=O)c2ccc(C)nc21 | -1.0 | -9.0 | 2.7 | 1.3 | -0.9 | -1.7 | -2.6 | -1.6 | 12.3
COc1ccccc1/C=C1\SC(=S)N(CCC(=O)NCCc2ccc(O)cc2)C1=O | -2.1 | 2.0 | -6.2 | -0.6 | -4.3 | -20.9 | 0.7 | -2.8 | 4.3
Cc1cccc(NC(=S)N2CCN(S(=O)(=O)c3cccc(F)c3)CC2)c1 | 4.7 | -1.5 | -9.2 | x | -2.3 | -1.8 | -0.7 | -2.4 | 3.8
CC(=O)c1cccc(NC(=O)NCc2ccc3c(c2)OCO3)c1 | 5.0 | u | 1.9 | -2.7 | 0.2 | -1.4 | -1.8 | -0.7 | 4.1
CC(C)(C)Cc1nnc(NS(=O)(=O)c2ccccc2)s1 | 2.5 | -1.1 | 3.0 | x | 0.6 | 7.2 | -3.4 | -0.8 | -1.3
Cc1ccnc(NC(=O)CCCOc2cc(=O)n(C)c3ccccc23)c1 | -2.0&-1.2 | -3.9&-3.2 | -12.8 | -0.5&2.1 | 39.2* | 2.7 | -1.0 | -1.7&-3.0 | 4.3&1.8
CC(C)(C)c1ccc(C(=O)Cn2cnnc2C#N)cc1 | 1.2 | 23.6 | -2.3 | -1.8 | -0.5 | -11.6 | -0.3 | 2.0 | 4.2
COc1ccc2c(c1)C(=NNC(=O)c1ccccn1)c1cc(OC)ccc1-2 | -1.6 | 3.1 | -18.3 | x | -0.6 | -4.4 | 1.5 | -4.0 | -2.3
C=CCNC(=O)c1ccccc1NC(=O)c1ccc(Cl)c(S(=O)(=O)Nc2ccccc2)c1 | 0.6 | -0.9 | 8.5 | 0.1 | 16.4 | -65.1 | -2.5 | -1.9 | 4.9

Continuation.
SMILES | Mtb FBA inh | BoNT-F LC inh | MazF activator | BioA inh | PrPC TRFRET | Rv3671c protease | UGM FP inh | FadD28 FP inh | GDH-TPI counter
CC(C)(C)c1ccc(-c2noc(-c3ccc4c(c3)CCO4)n2)cc1 | -0.3 | x | 0.5 | 0.2 | -1.3 | -2.4 | -0.6 | -1.9 | 8.4
C[C@]12CCC(=O)C=C1CC[C@@H]1[C@@H]2CC[C@@]2(C)[C@H]1CC[C@@]21CCC(=O)O1 | 0.2 | -32.2 | 8.1 | 13.5 | 11.9 | 0.0 | 3.8 | -0.5 | -4.3
Cn1ccsc1=NC(=O)c1ccc(S(C)(=O)=O)c([N+](=O)[O-])c1 | -3.9 | -3.0 | 2.6 | 0.2 | -3.8 | -2.3 | 0.8 | -3.5 | 13.5
Cc1ccc([N+](=O)[O-])c(OCc2ncc(Cl)n2C)c1 | 1.2 | -1.9 | 2.5 | x | 1.3 | 3.9 | -0.3 | -5.1 | -3.0
O=C(COC(=O)c1ccc[nH]c1=O)Nc1cc(S(=O)(=O)N2CCCCC2)ccc1Cl | 0.1 | 4.7 | -31.0 | x | 6.1 | 0.7 | -0.7 | -1.8 | 9.3
Cc1nc(SCc2cccnc2)[nH]c(=O)c1C | 1.0 | 7.7 | 5.0 | 0.3 | x | -1.4 | -1.9 | -0.3 | 0.8
COCCn1c(SCC(=O)N2CCc3ccccc3C2)nc2ccccc2c1=O | -2.4 | -1.2 | -1.5 | x | 1.6 | 8.0 | -0.6 | -1.6 | -0.7
CCn1c(NCc2ccccc2NS(=O)(=O)c2ccc(C)cc2)nc2ccccc21 | -1.9 | -0.3 | 0.5 | x | 9.2 | -31.0 | 3.3 | -3.0 | 3.4
O=C(CSc1nnc(SCc2ccc(Cl)cc2)s1)N/N=C/c1ccc(Cl)cc1Cl | 0.3 | 1.7 | -6.3 | x | 9.9 | 1.0 | -2.3 | -4.1 | -1.2
Nc1nnc(SCC(=O)OCC(=O)Nc2ccccc2F)s1 | 5.3 | -2.2 | 8.8 | x | -4.2 | 0.9 | 1.4 | -1.6 | 0.3
Cc1cc(C)c(C(N)=O)c(Nc2ccc(F)cc2)n1 | 0.4 | u | 3.4 | -0.2 | -9.3 | -0.6 | 0.8 | -0.9 | 12.7
CCN1CCN(C(c2ccc(F)cc2)c2nnnn2Cc2cccs2)CC1 (stereo unspecified) | 0.3 | -1.0 | -3.5 | -0.8 | -12.6 | 10.4 | -1.1 | -3.1 | 1.3
CC1CCN(C(=O)CCc2ccc(S(=O)(=O)NC(C)C)cc2)CC1 | 0.6 | 2.9 | 0.6 | -0.8 | 1.6 | 4.5 | 1.5 | 0.8 | 8.0
CCOC(=O)CNC(=O)COc1coc(CN2CCN(Cc3ccccc3)CC2)cc1=O | 5.7 | 8.2 | 11.7 | -0.1 | -8.0 | 7.0 | 3.1 | 0.6 | -3.1
C/C(=C1\SC(N2CCOCC2)=NC1=O)c1ccc(C)cc1 | -0.8 | -7.3 | 4.1 | -0.6 | -11.7 | -2.1 | 1.0 | -2.7 | 13.6
O=C(CSc1nnc(-c2ccc3c(c2)OCO3)o1)Nc1ncc(Cl)cc1Cl | -0.8 | -7.3 | -0.9 | x | -0.2 | -11.1 | 3.7 | 1.6 | 1.2
O=C(CN1C(=O)NC(Cc2ccccc2)C1=O)Nc1ccc(F)c(F)c1F (stereo unspecified) | 1.0 | x | 2.4 | -2.2 | -9.2 | 1.6 | 1.5 | -0.6 | -1.9
O=C(CSc1nc2[nH]c(=O)cc(O)c2s1)Nc1cc(Cl)cc(Cl)c1 | -1.4 | -11.8 | 1.7 | -1.1 | -5.7 | 14.2 | -1.3 | -0.5 | 4.2
N#CCc1nc2c3c4c(sc3ncn2n1)CCCC4 | -0.9 | 15.6 | 13.5 | -0.6 | 0.1 | x | x | -0.3 | 3.8
COc1ccc(-c2cc3ccccc3oc2=O)cc1 | 60.3* | 10.0 | 1.1 | -0.2 | -17.7 | -8.2 | 2.4 | -0.3 | 13.0
O=C(CNC(=O)c1ccc(Br)o1)NNC(=O)c1cccc(Cl)c1 | -0.4 | -0.6 | 0.2 | -1.2 | 10.7 | 0.7 | x | -2.6 | -4.3
CCC(Sc1nc2ccsc2c(=O)n1Cc1ccc(C(=O)O)cc1)C(=O)Nc1cc(Cl)ccc1C (stereo unspecified) | 0.9 | -0.2 | -3.7 | 0.0 | -4.1 | x | x | 0.1 | -4.4
O=C1c2ccccc2C(=O)N1CSc1nnc2c3ccccc3n(CCc3ccccc3)c2n1 | 0.4 | -3.1 | 1.3 | -2.0 | x | -0.3 | 0.1 | -3.0 | 5.8
Cc1ccc(C(=O)Oc2cccc(NC(=O)c3ccccc3)c2)cc1C | -0.3 | -1.0 | -4.8 | x | -1.0 | -101.7 | 0.5 | -4.3 | 1.9
CN(C)c1ccc(N2C(=NC(=O)c3ccccc3)SC3CS(=O)(=O)CC32)cc1 (stereo unspecified) | -0.1 | -2.2 | 10.1 | -1.5 | -2.8 | 4.4 | 0.1 | -4.4 | 1.5
COCCNC(=O)Cn1cc(/C=C2\C(=O)NC(=O)N(c3ccccc3F)C2=O)c2ccccc21 | -3.5 | 19.4 | + | -0.1 | 8.9 | -10.6 | 14.9* | 2.0 | -3.7
COC(=O)c1c(C)oc(C)c1S(=O)(=O)NCc1ccc(OC)cc1 | -22.4 | x | 0.0 | -0.2 | -0.2 | -1.9 | 1.2 | -1.0 | 3.4
O=C(N/N=C/c1c[nH]c2ccccc12)c1ccc(Cl)cc1 | -2.4 | 0.3 | -9.5 | 6.9 | 6.9 | 1.0 | -0.9 | -1.1 | 29.4
COc1ccc(N(C(=O)c2cccnc2)S(=O)(=O)c2ccc(Cl)cc2)cc1 | 2.5 | 0.7 | -5.1 | 1.0 | 14.6 | -4.4 | -0.2 | -0.4 | 0.0
COc1ccc(C(=O)Nc2cnc(NC(=O)c3cccs3)cc2C)cc1 | -7.9 | 3.1 | -21.2 | 0.7 | -1.6 | -1.3 | 3.0 | -3.3 | 1.1

6 entries from above in another layout.
Results follow in this order: Mtb FBA inh | BoNT-F LC inh | MazF activator | BioA inh | PrPC TRFRET | Rv3671c protease | UGM FP inh | FadD28 FP inh | GDH-TPI counter
> COCCNC(=O)Cn1cc(/C=C2\C(=O)NC(=O)N(c3ccccc3F)C2=O)c2ccccc21
    -3.5 | 19.4 | + | -0.1 | 8.9 | -10.6 | 14.9* | 2.0 | -3.7
> Cc1cc(C)c(C(N)=O)c(Nc2ccc(F)cc2)n1
    0.4 | u | 3.4 | -0.2 | -9.3 | -0.6 | 0.8 | -0.9 | 12.7
> O=C(COC(=O)c1ccc[nH]c1=O)Nc1cc(S(=O)(=O)N2CCCCC2)ccc1Cl
    0.1 | 4.7 | -31.0 | x | 6.1 | 0.7 | -0.7 | -1.8 | 9.3
> O=C1c2ccccc2C(=O)N1CSc1nnc2c3ccccc3n(CCc3ccccc3)c2n1
    0.4 | -3.1 | 1.3 | -2.0 | x | -0.3 | 0.1 | -3.0 | 5.8
> O=C(CNC(=O)c1ccc(Br)o1)NNC(=O)c1cccc(Cl)c1
    -0.4 | -0.6 | 0.2 | -1.2 | 10.7 | 0.7 | x | -2.6 | -4.3
> CCN1CCN(C(c2ccc(F)cc2)c2nnnn2Cc2cccs2)CC1 (stereo unspecified)
    0.3 | -1.0 | -3.5 | -0.8 | -12.6 | 10.4 | -1.1 | -3.1 | 1.3

As entered above.
Rv3671c protease result of O=C(COC(=O)c1ccc[nH]c1=O)Nc1cc(S(=O)(=O)N2CCCCC2)ccc1Cl → 0.7
Rv3671c protease result of Cc1cc(C)c(C(N)=O)c(Nc2ccc(F)cc2)n1 → -0.6
